Compound activity: PubChem BioAssay, National Center for Advancing Translational Sciences (NCATS)
GLP1R cytotox: qHTS of GLP-1 Receptor Inverse Agonists: Cytotox Screen; Potency, µM (top dose mostly 38.3 µM), for inactives: at the highest dose activity change, negative = inhibition, usual class: inhibitors; HEK293 cAMP-luciferase reporter cells, luminescence, 24 h; AID 624418, 2012; 410,000 compounds, 0.13% hits;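 note: loss of luciferase light is scored as toxicity; potency is the fitted concentration of half-maximal effect; % is set by controls: 0 for no effect and ±100 for the full control effect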
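1536-well qHTS counterscreen of the MLSMR; 200 cells/uL, 12 h pre-incubation, 23 nL cpd, 24 h at 37 deg C 5% CO2, luciferase detection reagent, 12 min RT, luminescence. Inhibition = undesired.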
KB-V1 cytotox: qHTS assay for MDR1-selective chemotherapeutics: Primary screen using the drug-selected MDR subline cells KB-V1 | KB-V1 MDR cells viability, CellTiter-Glo, 72 h | Potency, µM (top dose mostly 46.1 µM), inactives show at the top dose activity change, negative = cytotoxicity, most hits filed as cytotoxic | 400,000 compounds, 3.4% hits | AID 1347076, 2019; note: potency is the fitted concentration of half-maximal effect; % is set by controls: 0 for no effect and ±100 for the full control effect; nearly all actives have a fitted effect of over 60% in size
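Compound-treated KB-V1 multidrug-resistant cells, 72 h, 37 degrees C; viability by CellTiter-Glo. Fitted qHTS curves give the values.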
IL-1B inflam inh: qHTS for Inhibitors of Inflammasome Signaling: IL-1-beta AlphaLISA Primary Screen; THP-1 LPS/ATP IL-1B secretion, AlphaLISA, 16 h; hits give low values; activity change, % at 57.5 µM; 360,000 compounds, 4.7% hits; AID 743279, 2014; in the data active = activity change below about -50%; inconclusive = mostly about -30% to -49%; note: % is set by controls: 0 for no effect and ±100 for the full control effect
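Secreted IL-1B measured by AlphaLISA bead assay after 16 h compound exposure of THP-1 cells; compounds (final up to 57.5 uM) added 1 h before LPS (250 ng/mL) and ATP (1.25 mM) stimulation; lower signal means less secretion.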
HT1080 IDH1KD tx: qHTS for induction of synthetic lethality in tumor cells producing 2HG: qHTS for the HT-1080-IDH1KD cell line | 360,000 compounds, 2% hits | Potency, µM (titrated, usually from 46.1 µM), for inactives: top-dose activity, negative = toxicity, actives largely listed as cytotoxic | HT-1080 IDH1 knockdown viability, ATP luminescence, 48 h;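 note: potency is the fitted concentration of half-maximal effect; 0% = DMSO wells and -100% = cell-free medium wells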
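Assay cells: HT-1080 with IDH1 knockdown, 750 per well, RPMI/5% FBS. Exposure: 48 h at 37 °C following 2 h pre-incubation. Read: CellTiter-Glo luminescence; fitted concentration-response, curve class assigned.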
SW480 rerep: A quantitative high throughput screen for small molecules that induce DNA re-replication in SW480 colon adenocarcinoma cells. SW480 DNA re-replication, Hoechst DNA content imaging, 48 h. Potency, µM (highest dose often 46.1 µM), without a hit: at the highest dose re-replication activation, usual class: activators. 340,000 compounds, 1.8% hits. AID 624297, 2012; note: potency is the fitted concentration of half-maximal effect; % of control where 0% means no effect; nearly all actives have a fitted effect of over 55% in size
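Cells (250 per well) received 23 nL compound or DMSO by pin tool and were kept 48 hr at 37 C, 5% CO2. Nuclei were then stained with Hoechst for 40 min and scanned for DNA content.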
D3 ag: qHTS of D3 Dopamine Receptor Agonist: qHTS; D(3) dopamine receptor (Homo sapiens), P35462; D3R DiscoveRx beta-arrestin cells, luminescence, 90 min; max activation, %; 410,000 compounds, 0.58% hits; AID 652048, 2013; in the data active = max activation above about 30%; note: 0% is about no effect; mostly tested at two doses, the higher about 12 µM
Target sequence (P35462 whole entry, looked up): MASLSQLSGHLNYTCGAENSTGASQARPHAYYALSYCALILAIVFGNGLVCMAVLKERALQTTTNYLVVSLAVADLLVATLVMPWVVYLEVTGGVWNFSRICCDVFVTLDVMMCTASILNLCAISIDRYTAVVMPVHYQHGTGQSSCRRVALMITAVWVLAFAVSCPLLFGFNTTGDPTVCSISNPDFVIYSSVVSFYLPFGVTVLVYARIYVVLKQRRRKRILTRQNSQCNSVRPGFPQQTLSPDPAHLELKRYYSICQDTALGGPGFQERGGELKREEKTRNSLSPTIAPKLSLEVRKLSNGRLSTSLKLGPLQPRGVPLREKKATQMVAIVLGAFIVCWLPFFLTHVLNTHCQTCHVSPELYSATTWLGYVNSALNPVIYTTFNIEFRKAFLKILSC
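Agonist mode: compounds and dopamine controls were applied to plated cells for 90 min at 37 degrees C after an overnight attachment at 1500 cells/well. Luminescent read-out followed 30 - 60 minutes at room temperature with DiscoveRx detection reagent.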
MCF10A rereplic: A quantitative high throughput screen for small molecules that induce DNA re-replication in MCF 10a normal breast cells; MCF 10A DNA re-replication, Hoechst nuclear intensity, 48 h; Potency, µM (titrated, usually from 46.1 µM), without a hit: top-dose activity, positive = re-replication, usual class: activators; 350,000 compounds, 2.9% hits; AID 624296, 2012; note: potency is the fitted concentration of half-maximal effect; % of control where 0% means no effect; nearly all actives have a fitted effect of over 50% in size
HT1080-NT tox: qHTS for induction of synthetic lethality in tumor cells producing 2HG: qHTS for the HT-1080-NT fibrosarcoma cell line; 360,000 compounds, 1.6% hits; HT-1080-NT fibrosarcoma viability, CellTiter-Glo ATP luminescence, 48 h; AID 686970, 2013; Potency, µM (titrated, usually from 46.1 µM), inactives show top-dose activity, negative = less viability, usual class: cytotoxic;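 note: NT is the 2HG producing partner of a matched IDH1 knockdown line; potency is the fitted concentration of half-maximal effect; 0% = DMSO-treated cells and -100% = media-only wells without cells; nearly all actives have a fitted effect of over 55% in size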
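Viability of the 2HG-overproducing fibrosarcoma line after 48 hours of compound exposure at 37 degrees C was determined by luminescence with CellTiter-Glo, and concentration-effect curves were then fitted and categorized.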
KB-3-1 cytotox: qHTS assay for MDR1-selective chemotherapeutics: Primary screen using the parental adenocarcinoma cell KB-3-1 | KB-3-1 viability, CellTiter-Glo ATP luminescence, 72 h | Potency, µM (doses to about 46.1 µM), for inactives: at the highest dose activity change, negative = cytotoxic, hits mostly cytotoxic | AID 1347075, 2019 | 400,000 compounds, 1.4% hits; note: potency is the fitted concentration of half-maximal effect; % is set by controls: 0 for no effect and ±100 for the full control effect; nearly all actives have a fitted effect of over 60% in size
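72 h, 37 °C compound treatment of KB-3-1 parental cells; CellTiter-Glo added, 10 min, luminescence read. Data corrected against DMSO-only plates and normalized before curve fitting.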
Numbers without * were called inactive; i = inactive; ? = inconclusive; . = not tested or not shown; [ ] = dose if it differs, or a comment. Unless noted, calls come from the whole dose curve; as a rule, active = well fitted curve in the direction sought with a large enough effect; inconclusive = small, poorly fitted or top-dose-only effect, or another doubt; inactive = no such curve, though single readings can be large; an effect the other way counts as inactive or inconclusive.

Under each structure: GLP1R cytotox | KB-V1 cytotox | IL-1B inflam inh | HT1080 IDH1KD tx | SW480 rerep | D3 ag | MCF10A rereplic | HT1080-NT tox | KB-3-1 cytotox
CCN(CC(=O)Nc1sc2c(c1C#N)CCC(C)C2)CC(=O)NC1CCS(=O)(=O)C1 (configuration not stated)
    -12% | 18% | -8 | -16% | ? | -6 | 2% | -20% | 0%
CCOC(=O)c1c(C)n(-c2ccc(C)cc2)c2ccc(OCC(O)CNCC3CCCO3)cc12 (configuration not stated)
    ? | ? | -54* | -27% | -6% | -9 | ? | ? | ?
CCCn1c(CN2CCN(C(=O)c3ccco3)CC2)nc2c1c(=O)n(C)c(=O)n2C
    -1% | -4% | 18 | -5% | -12% | 1 | 8% | 0% | 0%
O=C1CN(C(=O)c2ccco2)C(c2ccccc2)c2cc(Cl)ccc2N1 (configuration not stated)
    -3% | -13% | 11 | 7% | -5% | 0 | 2% | 0% | 0%
CCCOC(=O)CCn1c(=S)oc2ccccc21
    18% | 23% | 5 | 0% | -6% | 2 | 1% | 1% | 4%
Cc1ccc(NC(=S)NCc2ccccc2Cl)c(C)c1
    -19% | ? | -6 | 2% | 0% | 2 | 1% | 6% | 0%
COc1cccc(NC(=O)CN(C)C(=O)c2ccccn2)c1
    1% | 17% | 22 | 0% | 0% | 0 | -3% | 4% | 3%
CC(=O)N1CCN(S(=O)(=O)c2cccc(C(=O)Nc3ccc4c(c3)OCO4)c2)CC1
    0% | 1% | 0 | -3% | -1% | -4 | -3% | -13% | 8%
Cc1ccc2[nH]c(=O)c(CN(C(=O)c3cccc(Cl)c3)C(C)(C)C)cc2c1
    3% | -24% | . | . | . | 0 | . | . | 11%
COc1ccccc1N(C)S(=O)(=O)c1ccc(C(=O)Nc2cc(OC)c(OC)c(OC)c2)cc1
    -14% | ? | -17 | -15% | ? | 6 | ? | -11% | 16µM*
CC1CC1C(=O)NCCc1ccc(Cl)cc1 (configuration not stated)
    -1% | 7% | 0 | 18% | -10% | -6 | 15% | 18% | 3%
COc1ccc(N2CCN(Cc3nc4scc(-c5cccs5)c4c(=O)[nH]3)CC2)cc1
    -1% | ? | -69* | 1% | -2% | -1 | 0% | 9% | 3%
CCN(CC)S(=O)(=O)c1cccc(C(=O)NCCc2ccccc2)c1
    10% | 9.2µM* | 22 | -16% | -3% | -9 | 4% | -13% | -3%
CCOC(=O)C(CC)Sc1nnc2n1C(C)(C)Cc1ccccc1-2 (configuration not stated)
    10% | 16µM* | -1 | 12% | 1% | -7 | 16% | 19% | -16%
Cc1ccc(C(=O)COC(=O)CCNS(=O)(=O)c2ccccc2F)cc1
    -3% | ? | 20 | -6% | -8% | -2 | 11% | 0% | 12%
Cc1ccc(N=Cc2c(O)n(C)c(=O)n(C)c2=O)nc1
    -5% | ? | 4 | 10%[9.24 µM] | 28% | 8 | 17% | ? | -7%
CCCC12CN3CC(CCC)(CN(C1)C3c1c[nH]c3ccccc13)C2=O (configuration not stated)
    3% | -12% | . | . | . | 8 | . | . | -3%
COc1ccc(NC(=S)NCC(c2cccnc2)N2CCOCC2)cc1 (configuration not stated)
    -6% | 0% | 4 | 5% | -3% | 19 | -4% | 9% | 2%
Cc1ccc(S(=O)(=O)N2CCN(C(=O)c3c(C)nn(-c4ccccc4)c3Cl)CC2)cc1
    16% | 10µM* | -54* | 20% | ? | -14 | ? | -1% | 1%
COc1ccc(O)c(/C=N/NC(=O)c2ccc(N3CCCC3=O)cc2)c1
    60%[activator] | -1% | 13 | 23µM* | 2.3µM* | -10 | 11% | ? | ?
CCC(C)(C)NC(=O)CN(CC1CCCO1)C(=O)CNS(=O)(=O)c1ccccc1 (configuration not stated)
    0% | 15% | -2 | 20% | -30% | 16 | -2% | 13% | 9%
CCn1c(=O)cc(SCC(=O)N2CCC(C)CC2)c2ccccc21
    -19% | -15% | -62* | -26% | -5% | -2 | 11% | -3% | -2%
Cn1ccc2c(N(Cc3ccccc3)Cc3ccccc3)cc3c(c21)C1CCC3O1 (configuration not stated)
    -1% | -16% | 0 | -16% | . | -4 | . | -19% | -2%
S=C(Nc1ccc(Oc2ccccc2)cc1)NC1CCCCC1
    -20% | ? | -15 | ? | 5% | 2 | ? | ? | ?
COc1ccc(CN2C(=O)C(O)(CC(=O)c3c(C)n[nH]c3C)c3ccccc32)cc1OC (configuration not stated)
    -10% | 0% | 0 | 3% | -1% | 1 | 1% | 1% | -1%
CCOC(=O)[C@]12CCC=C1N(Cc1ccc(Cl)cc1Cl)C(=O)[C@H](CC(=O)NCc1cccc3ccccc13)C2
    10% | ? | -30 | -23% | . | 0 | . | -27% | -25%
Cn1c(=S)[nH]c2ccccc21
    8% | ? | 11 | 7% | -16% | 3 | -177%[0.0737 µM] | 2% | -1%
Cc1c(NC(=O)CSc2nnc(-c3ccncc3)n2C)c(=O)n(-c2ccccc2)n1C
    2% | 24% | -14 | -1% | . | 1 | . | -4% | -1%
O=C(O)CCC(=O)Nc1ccc(Sc2ccc([N+](=O)[O-])cc2)cc1
    -4%[1.53 µM] | 0% | 10 | -1% | -1% | -8 | -2% | -1% | -3%
O=C(Nc1cccnc1Cl)C1=NN(c2ccccc2)C(=O)CC1
    25% | 3% | -12 | -12% | ? | 2 | 1% | -2% | -2%

Full records from above. Values in the order: GLP1R cytotox, KB-V1 cytotox, IL-1B inflam inh, HT1080 IDH1KD tx, SW480 rerep, D3 ag, MCF10A rereplic, HT1080-NT tox, KB-3-1 cytotox
CCCOC(=O)CCn1c(=S)oc2ccccc21 in the list: 18%, 23%, 5, 0%, -6%, 2, 1%, 1%, 4%
Cn1c(=S)[nH]c2ccccc21 in the list: 8%, ?, 11, 7%, -16%, 3, -177%[0.0737 µM], 2%, -1%
COc1cccc(NC(=O)CN(C)C(=O)c2ccccn2)c1 in the list: 1%, 17%, 22, 0%, 0%, 0, -3%, 4%, 3%

(listing goes on)
Under each structure: GLP1R cytotox | KB-V1 cytotox | IL-1B inflam inh | HT1080 IDH1KD tx | SW480 rerep | D3 ag | MCF10A rereplic | HT1080-NT tox | KB-3-1 cytotox
O=C(O)c1ccc(NC(=O)C2C3CCC(O3)C2C(=O)O)cc1 (configuration not stated)
    2% | 3% | 127 | -17% | ? | -4 | ? | -28% | ?
CC(C)C[C@H]1CNC(=O)C(=O)N1C[C@H](Cc1ccc(O)cc1)NC(=O)CC12CC3CC(CC(C3)C1)C2
    4% | 2% | 0 | -20% | . | 1 | . | -22% | 26%
O=C(NNC(=S)Nc1ccccc1)c1cccnc1
    ? | 0% | -3 | 5% | ? | 3 | -2% | 11% | ?
CCN(C(=O)COC(=O)c1ccc2ccccc2c1)c1c(N)n(Cc2ccccc2)c(=O)[nH]c1=O
    3% | 17% | -1 | 3% | -3% | -1 | ? | -1% | 1%
C(#Cc1ccccc1)C[N+]1(CC#Cc2ccccc2)CCCC1
    0% | 3% | ? | ? | -2% | -4 | 11% | -21% | ?
Cc1cc(C(=O)Cn2nc(C(=O)O)c3ccccc3c2=O)c(C)n1-c1ccccc1
    -6% | 16µM* | i | -7% | 2% | 3 | 0% | 5% | 22%
O=C(CCS(=O)(=O)c1ccc(Br)s1)Nc1ccccc1Br
    -4% | 24% | -6 | 4% | -13% | 0 | 0% | 2% | -4%
O=C1C=C(c2ccccc2)CC(/C=C/c2ccccc2)C1 (configuration not stated)
    -13% | 5% | 2 | 1% | -702%[inhibitor] | -5 | 11% | 3% | 1%
O=C(NNC(=O)c1cc(-c2cccnc2)nc2ccccc12)Nc1ccc(Cl)cc1
    -1%[0.307 µM] | -19% | -96* | ? | -5% | 2 | ? | ? | ?
CCOC(=O)CN1C(=O)CSc2ccccc21
    -9% | 5% | 11 | 5% | -7% | 2 | ? | 11% | 14%
Cc1cc(C)nc(Nc2nc(C(N)c3ccccc3)cs2)n1 (configuration not stated)
    1% | ? | ? | -22% | . | 0 | . | ? | -25%
COC(=O)N/N=C(\C)c1cccs1
    1% | -5% | -6 | -7% | -3% | -8 | 17% | 1% | -8%
COCCn1c(Cc2ccccc2)nnc1SCC(=O)N1CCCCC1C (configuration not stated)
    1% | 0% | 1 | 1% | -4% | 5 | 25% | -4% | 3%
Cc1ccc(NC(=O)Cn2nnc3ccccc3c2=O)cc1C
    -17% | -5% | 0 | -20% | 16% | 0 | -3% | -13% | -2%
Cc1ccc(C(=O)N/C(=C/c2ccco2)C(=O)NC2CCS(=O)(=O)C2)cc1 (configuration not stated)
    -8% | ? | 18 | -2% | 3% | 5 | 0% | 12% | 10%
CCOC(=O)C1(Cc2ccc(Cl)cc2)CCN(C(=O)c2cc(C)nc(C)n2)CC1
    -1% | ? | -13 | 0% | -1% | 5 | -3% | -3% | 11%
CCOC(=O)CNC=C(C(=O)OCC)C(=O)OCC
    23% | 2% | -7 | 11% | 1% | 8 | 14% | -3% | 11%
COc1ccc(C(=O)C2CCN(CC(=O)Nc3ccc(C)cc3)CC2)cc1
    -5% | -26% | -10 | -7% | -7% | -31 | ? | ? | -10%
